MKP-3 inhibition = MKP-3 phosphatase inhibitors, primary screen, biochemical, rat enzyme, in vitro (AID 425) | 110,000 tested, 0.17% active | one-dose inhibition, % at 20 µM; IC50 in µM for titrated hits | recombinant MKP-3 phosphatase activity, fluorescence; higher % means a stronger effect; in the data active = inhibition above about 50%;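 also: plate controls were vehicle for no effect and reference inhibitor for full effect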
Hsp70 displacement = Hsp70 inhibitors, probe displacement, primary screen, biochemical, fluorescence polarization (AID 583) | Heat shock 70 kDa protein 1A (Homo sapiens) | Hsp70 fluorescence polarization probe displacement, mP; higher % means a stronger effect | displacement, % at 20 µM, or IC50 in µM where a hit was titrated | 140,000 tested, 0.06% active; in the data active = displacement above about 50%;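 also: plate controls were vehicle for no effect and reference ligand for full effect; a part of the inactive calls stands beside numbers as strong as those of hits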
* = called active by the depositor; . = not tested or not shown; & = joins results of further samples. Some of the compounds tested; count on the stated rates, not on these rows.

The opening 5 records as a preview:
structure,MKP-3 inhibition,Hsp70 displacement
Cc1cc(=O)n2c([nH]c3ccccc32)c1C(=O)O,-2%,4.0%
O=S(=O)(NCc1ccc(F)cc1)c1ccc2c(c1)OCCO2,7%,-1.4%
COc1cc2c(cc1OC)C1=C(C#N)CCC(=O)N1CC2,.,5.3%
Cc1cc(OCc2nc(-c3ccncc3)no2)ccc1Br,3%,1.0%
CS(=O)(=O)N1CCC(C(=O)c2cccc(Cl)c2)CC1,4%,4.0%

The listing (from the top)
structure,MKP-3 inhibition,Hsp70 displacement
Cc1cc(=O)n2c([nH]c3ccccc32)c1C(=O)O,-2%,4.0%
O=S(=O)(NCc1ccc(F)cc1)c1ccc2c(c1)OCCO2,7%,-1.4%
COc1cc2c(cc1OC)C1=C(C#N)CCC(=O)N1CC2,.,5.3%
Cc1cc(OCc2nc(-c3ccncc3)no2)ccc1Br,3%,1.0%
CS(=O)(=O)N1CCC(C(=O)c2cccc(Cl)c2)CC1,4%,4.0%
O=C(CSc1nnc(C2CC2)n1-c1ccccc1)NCc1ccco1,.,-1.0%
COc1ccc(CCNC(=O)CSc2nnc(-c3ccco3)n2-c2ccccc2)cc1OC,1%,-7.3%
O=C(Nc1ccc(Cl)cc1)c1nn2c(c1Cl)NC(c1ccc(Cl)cc1)CC2C(F)(F)F (centres undefined),0%,4.0%
CC1(C)CC(=O)C2=C(C1)c1c(ccc3ccccc13)NC2c1cc([N+](=O)[O-])ccc1N1CCOCC1 (centres undefined),-3%,3.3%
Nc1nnc(N2CCCCCC2)s1,-1%,3.2%
COc1cccc(NC(=O)NCCCSC2CCCCC2)c1,.,-1.6%
COc1ccc(/C(O)=C2\C(=O)C(=O)N(CCCN(C)C)C2c2ccccc2F)cc1Cl (centres undefined),-8%,13%
CCOCCCn1cnc2c([nH]c3cc(OC)ccc32)c1=O,6%,-4.0%
COC(=O)c1nc2n(n1)C(c1ccccc1OC)C1=C(CCCC1=O)N2 (centres undefined),6%,3.8%
CCOc1cccc(-c2cc(C(=O)Nc3ccc4c(c3)OCO4)c3ccccc3n2)c1,2%,2.0%
CCOC(=O)CSc1nnc(NCC(=O)OC(C)C)c(=O)[nH]1,-2%,2.9%
O=C(Nc1nncs1)c1cccc(S(=O)(=O)N2CCCCC2)c1,.,5.3%
COc1ccc(S(=O)(=O)N(CC(=O)Nc2ccc3c(c2)OCO3)c2ccccc2OC)cc1,-10%,1.4%
CCS(=O)(=O)N1CCCC(C(=O)NCCCOC)C1 (centres undefined),-2%,5.1%
COc1ccc(/C=C\C(=O)c2c(-c3ccccc3)c3cc(C)ccc3[nH]c2=O)c(OC)c1,7%,-3.9%

Next part
structure,MKP-3 inhibition,Hsp70 displacement
CCOc1ccc2c(c1)SCC(=O)N2,-1%,0.1%
CC(=O)Cc1cc(O)c2ccccc2c1OC(=O)c1ccc(Br)cc1,5%,-5.6%
N#Cc1c(NC(=O)c2c(C(=O)O)cccc2[N+](=O)[O-])sc2c1CCCC2,1%,2.5%
CC(C)CN(C(=O)COC(=O)Cc1c[nH]c2ccccc12)C1CCS(=O)(=O)C1 (centres undefined),0%,7.9%
COC(=O)c1ccccc1NCn1nc(-c2ccc(Cl)cc2Cl)oc1=S,2%,2.6%
CCCNc1nc(Nc2ccc(C)cc2)nc(N2CCCC2)n1,.,-0.1%
O=C(CCCOc1ccc(Cl)cc1)NCC1CCCO1 (centres undefined),.,8.8%
Cc1cc(-n2c(C)cc(C(=O)COC(=O)CN=C3NS(=O)(=O)c4ccccc43)c2C)no1,-2%,7.7%
CS(=O)(=O)N(CC(=O)N1CCN(c2ccccc2)CC1)c1cccc(Br)c1,1%,2.8%
COc1ccc(Cl)cc1NC(=O)CN1CCC(n2nnc3cc(F)ccc32)CC1,-10%,-4.0%
Fc1cccc(F)c1CN1CCN(c2ncccn2)CC1,-4%,0.8%
CC(NC(=O)C(CC(=O)OC(C)(C)C)NC(=O)OC(C)(C)C)C(N)=O (centres undefined),-10%,2.9%
COc1ccc(C2C(C(=O)c3ccco3)=C(O)C(=O)N2CCOCCO)cc1OC (centres undefined),.,-0.3%
Cc1cc(NS(=O)(=O)c2ccc(NC(=O)c3oc4ccccc4c3C)cc2)no1,.,-0.6%
COc1ccc(S(=O)(=O)n2nc(OC(=O)c3ccccc3)cc2N)cc1,3%,-6.4%
O/N=C1/c2ccccc2/C(=N/O)C1c1ccccc1,-3%,-0.3%
O=C1CSC(=S)N1c1ccc(Cl)cc1,3%,1.0%
CCC(C)(C)n1nnnc1C(c1ccncc1)N1CCC(C)CC1 (centres undefined),.,6.5%
CCOC(=O)c1c(-c2ccccc2)oc2ccc(OC(C)=O)cc12,.,-2.7%
Nc1nnc(SCCOc2cccc(Br)c2)s1,.,4.8%

Compound profiles, as listed above. Order of screens: MKP-3 inhibition, Hsp70 displacement
CC(NC(=O)C(CC(=O)OC(C)(C)C)NC(=O)OC(C)(C)C)C(N)=O (centres undefined) across the screens: -10%, 2.9%
CC(=O)Cc1cc(O)c2ccccc2c1OC(=O)c1ccc(Br)cc1 across the screens: 5%, -5.6%
O=C1CSC(=S)N1c1ccc(Cl)cc1 across the screens: 3%, 1.0%
Nc1nnc(SCCOc2cccc(Br)c2)s1 across the screens: ., 4.8%

Next part:
structure,MKP-3 inhibition,Hsp70 displacement
CN(Cc1ccc(O)cc1)C1CCCCC1,-1%,-1.1%
CC(=O)Nc1ccc(NC(=O)c2cccc(C(=O)OC(C)C)n2)cc1,-11%,6.3%
CCCS(=O)(=O)N1CCN(Cc2ccco2)CC1,-5%,-2.5%
O=C(O)c1ccccc1NS(=O)(=O)c1cccc2cccnc12,-8%&0%,1.9%&1.0%
Cc1ccc(-c2cc(C(=O)OCC(=O)Nc3cc(C)on3)c3ccccc3n2)c(C)c1,13%,0.6%
O=c1oc2ccccc2nc1/C=C(\O)c1cccs1,2%,5.4%
O=C(Nc1ccc(S(=O)(=O)Nc2ncccn2)cc1)c1cc2ccccc2o1,1%,1.4%
O=C(O)CCC(=O)N1N=C(c2cccs2)CC1c1cccc([N+](=O)[O-])c1 (centres undefined),1%,0.3%
Cc1c(NC(=O)CN2C(=O)c3cccc4cccc2c34)c(=O)n(-c2ccccc2)n1C,.,5.3%
O=C(O)Cn1c(SCc2ccccc2)nc2ccccc21,.,2.9%
O=C(NCc1cccnc1)c1cc(-c2cccs2)on1,9%,2.0%
COCCOC(=O)c1ccc(NC(=O)COc2ccc(-c3ccc(C)cc3)cc2)cc1,3%,1.9%
CN(C)c1ccc(N/C=C/C(=O)c2ccccc2)cc1,-8%,-33%
Cc1ccc(NC(=O)C(=O)N/N=C/c2cccs2)cc1C,0%,5.1%
O=C(c1nc2ccccc2s1)N1CCSCC1,-9%,4.6%
Cc1ccc(S(=O)(=O)N2CCN(C(=O)COc3ccc(-c4nnco4)cc3)CC2)cc1,-10%,-1.3%
O=C(NC1CCN(C(=O)Nc2cccc(F)c2)CC1)C1CCCCC1,-4%,-3.6%
O=C(N/N=C/c1cccc([N+](=O)[O-])c1)C1CC(=O)N(c2ccc(F)cc2)C1 (centres undefined),5%,4.4%
O=C(Nc1ccc(Br)cn1)c1cc2n(n1)C(C(F)(F)F)CC(c1ccccc1)N2 (centres undefined),-1%,12%
CCCCSc1[nH]c(=O)c(C(=O)OCC)cc1C#N,.,-2.9%

Additional records.
structure,MKP-3 inhibition,Hsp70 displacement
c1ccc2c(c1)CCCn1nnnc1-2,4%,-4.0%
CC(=O)CC(=O)Nc1ccccc1Br,0%,1.3%
COc1cccc(C(=O)Oc2cc(N)n(S(=O)(=O)c3ccc(C)cc3)n2)c1OC,-4%,9.9%
O=C1CN(/N=C/c2ccc([N+](=O)[O-])o2)C(=O)N1,.,4.7%
Cc1cc(NC(=O)CSc2nnc(CNc3cccc(C(F)(F)F)c3)n2Cc2ccco2)no1,-18%,-1.1%
O=C(O)c1ccc(CN2C(=O)c3ccccc3S2(=O)=O)cc1,8%,-2.3%
COC(=O)Nc1sc2c(c1C(=O)N1CCOCC1)CCC(C)C2 (centres undefined),6%,1.4%
COc1cccc(-n2c(Cc3cc(=O)[nH]c(=O)[nH]3)nnc2SCC(=O)NC2CCCC2)c1,-7%,-4.9%
Cn1cc(S(=O)(=O)CC(=O)N2CCc3ccccc32)c2ccccc21,-2%,3.1%
COC(=O)CCC(=O)Nc1ccc([N+](=O)[O-])cc1C,-4%,3.6%
Cc1ccc(Nc2nc(N)nc(CN3CCC(C)CC3)n2)c(C)c1,.,12%
O=C(Cn1nc(C(F)(F)F)c2c1CCC2)NCc1ccc(F)cc1,-6%,1.2%
CCc1ccc(S(=O)(=O)NCCc2cn3ccsc3n2)s1,-4%,.
CCc1ccccc1NC(=O)CN(c1ccc(OC)c(Cl)c1)S(C)(=O)=O,0%,-3.3%
O=C(Nc1ccc(I)cc1Cl)c1ccc(-c2cccc([N+](=O)[O-])c2)o1,5%,3.4%
c1ccc2c(c1)OCC(CSc1nc3ccccc3[nH]1)O2 (centres undefined),2%,0.0%
Cc1cc(NC(=O)CSc2nc3ccsc3c(=O)n2Cc2ccccn2)n[nH]1,6%,0.6%
CCN1C(=O)c2cccc3c(S(=O)(=O)Nc4ccc(OC)cc4OC)ccc1c23,2%,3.9%
N[C@@H](Cc1cc(I)c(Oc2cc(I)c(O)c(I)c2)c(I)c1)C(=O)O,.,6.3%
Cc1cc(C)cc(Oc2ccc(N)cc2)c1,0%,5.2%

The list goes on:
structure,MKP-3 inhibition,Hsp70 displacement
COc1ccccc1C(=O)NC1CC(C)(C)NC(C)(C)C1,-1%,0.4%
CN(C)c1ccc(/C=N/Nc2nnc3c(n2)[nH]c2ccc(Br)cc23)cc1,2%,1.5%
CCCOc1ccc(C(C)=O)cc1CC(C(=O)OCC)C(=O)OCC,.,4.6%
CCCOC(=O)c1[nH]c2c(c1C)C(=O)CC(c1ccc(OC)c(OC)c1)C2 (centres undefined),-14%,1.4%
O=C(c1ccc(F)cc1)N(Cc1ccccc1)C1CCS(=O)(=O)C1 (centres undefined),-6%,-6.6%
O=C(NCc1ccc2c(c1)OCO2)c1cccnc1,-8%,0.1%
CC1=NN(c2nc(C)cc(C)n2)C(=O)C1CCC(C)C (centres undefined),.,1.8%
O=C(NC1CCCC1)C1CCN(S(=O)(=O)c2cccc3cccnc23)CC1,2%,-3.6%
COc1cccc(C(=O)CN2CCN(S(=O)(=O)c3ccc(Br)cc3)CC2)c1,-2%,.
COc1ccc(-c2noc(CCC(=O)NCCN(C)Cc3ccccc3)n2)cc1,2%,.
COc1ccc(/C=C(\NC(=O)c2ccccc2)C(=O)N/N=C/c2ccccn2)cc1,-1%,0.9%
CCOc1ccc(-c2nc(C#N)c(NCC(C)C)o2)cc1,-4%,4.3%
O=C1S/C(=C\c2ccc(Br)o2)C(=O)N1c1ccc(Cl)c(Cl)c1,-6%,1.5%
O=C(CCn1c(=O)sc2ccccc21)NCCC1=CCCCC1,.,-4.8%
COc1ccc(/C=N\NC(=S)SCN2C(=O)C3CCC(C)(C2=O)C3(C)C)cc1 (centres undefined),.,5.1%
CNc1nc(NC)nc(-n2c(C(F)(F)F)nc3ccccc32)n1,-6%&4%,4.2%&-2.5%
CCc1c(C)nc2[nH]nc(NC(=O)C(F)(F)F)n2c1=O,-13%,-0.7%
CNC(=O)c1ccc2snnc2c1,4%,0.5%
CCn1c(=S)sc2nc(C)sc21,1%,-0.7%
Cc1ccc(CCNC(=O)C2CCN(c3nn4c(=O)cc(C)nc4s3)CC2)cc1,-4%,-5.0%

The list goes on:
structure,MKP-3 inhibition,Hsp70 displacement
COC(=O)c1nnn(-c2nonc2N)c1-c1cccs1,7%,2.1%
COc1ccccc1C(=O)NNC1=CC(=O)CC(C)(C)C1,-3%,7.5%
CC(=O)Oc1cc(C(C)C)c(OCCN(C)C)cc1C,-9%,1.1%
COc1ccc(C2c3c(oc4c(C)cc(C)cc4c3=O)C(=O)N2Cc2cccnc2)cc1OC (centres undefined),-2%,4.5%
CCn1c(=O)c2cc(S(=O)(=O)NCCOc3ccccc3)ccc2n(CC)c1=O,-7%,0.4%
c1ccc(-c2ccc(-c3cnc4n3CCCCC4)cc2)cc1,.,1.2%
O=C(O)c1c(NS(=O)(=O)c2ccccc2)sc2c1CCCC2,1%,-3.1%
O=C(/C=C/c1ccccc1)NC(=S)Nc1ccc(NC(=O)c2cccc(Cl)c2)cc1,1%,-5.3%
Cc1ccc2nc3c(nc2c1)-c1ccccc1C3=O,.,5.2%
CC(C)Nc1nc(NC(C)C)nc(C(N)=O)n1,9%,2.7%
N#Cc1c(-c2cccc(Br)c2)cc(C2CC2)nc1N,0%,1.1%
O=C(N/N=C/c1cc(Br)ccc1O)c1cc(-c2ccc3ccccc3c2)n[nH]1,12%,-0.7%
C[C@]12CC[C@@H]3c4ccc(O)cc4CC[C@H]3[C@@H]1CCC2=O,-2%,-6.3%
Cn1nc(C(=O)NCCN2CCOCC2)c2ccccc2c1=O,-7%,5.7%
COc1ccc(OC)c(C(=O)CSc2nnc(Cc3cccs3)n2CCc2ccccc2)c1,.,-2.5%
